IDE act = activators of human insulin-degrading enzyme in cells | activation, % at 5.96 µM | HEK cells, FAbeta-B cleavage, fluorescence polarization; 0% vehicle, 100% cell-free pure enzyme wells | 0.073% of 340,000 active | AID 493087 | P14735;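 active means activation above the mean of all tested compounds plus 3 SD, set per screening campaign, cut at about 17% in these data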
MEKK3 PB1 HTS = raises or lowers MEK5 binding to the human MEKK3 PB1 domain. bead-based flow cytometry, Alexa488-MEK5 binding to MEKK3; actives lie on both sides; 0 = blocked by unlabeled MEK5, 100 = vehicle. binding response (% of control), % at 10 µM. Q99759. 1.4% of 290,000 active. AID 1529;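 active means binding response more than 3 SD above or below the average of its plate-row segment, actives on both sides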;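 further: Alexa488 bead fluorescence after subtracting the streptavidin-only scavenger bead signal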
Target sequence (Q99759 whole entry, looked up, the tested form may be a part): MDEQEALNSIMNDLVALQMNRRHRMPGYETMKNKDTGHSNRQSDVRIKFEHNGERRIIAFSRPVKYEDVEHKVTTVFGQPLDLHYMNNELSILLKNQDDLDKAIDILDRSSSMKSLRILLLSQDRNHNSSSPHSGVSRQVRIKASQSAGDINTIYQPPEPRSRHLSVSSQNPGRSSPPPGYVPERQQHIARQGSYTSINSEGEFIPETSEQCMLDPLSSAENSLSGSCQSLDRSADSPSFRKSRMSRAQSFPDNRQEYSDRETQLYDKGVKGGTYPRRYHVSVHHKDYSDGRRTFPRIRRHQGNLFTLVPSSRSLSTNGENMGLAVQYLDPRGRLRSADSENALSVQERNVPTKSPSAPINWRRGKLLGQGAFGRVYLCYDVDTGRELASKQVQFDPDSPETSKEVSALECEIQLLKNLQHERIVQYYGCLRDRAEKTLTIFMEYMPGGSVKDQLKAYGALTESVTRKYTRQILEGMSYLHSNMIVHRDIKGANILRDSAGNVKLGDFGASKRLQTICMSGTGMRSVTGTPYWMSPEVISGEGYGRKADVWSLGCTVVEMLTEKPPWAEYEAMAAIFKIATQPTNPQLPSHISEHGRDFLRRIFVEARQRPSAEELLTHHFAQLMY
IDE cell inh = inhibitors of human insulin-degrading enzyme in cells; HEK cells, FAbetaB cleavage, fluorescence polarization; 0.41% of 320,000 active; P14735; inhibition, % at 5.59 µM;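 active means percent inhibition above the average of all tested compounds plus 3 SD, set per screening campaign, cut at about 16% in these data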;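 further: IDE supplied by intact live HEK cells; FP after avidin binding of uncleaved biotin substrate so inhibition keeps polarization high; 0% = DMSO wells and 100% = 60 µM reference IDE inhibitor Ii1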
GalR3 antag = human GalR3 antagonism; inhibition, % at 3 µM; 0.44% of 360,000 active; HEK293 GalR3-CNG cAMP membrane potential fluorescence; galR3 body fused to GalR1 C-terminus;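 active means inhibition above the screen-wide average plus 3 SD, cut at about 13% in these data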;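 further: forskolin and galanin both at EC90 stimulate the cells; cAMP rise reported by CNG channel membrane potential dye signal; 0% = forskolin plus galanin with DMSO and 100% = forskolin alone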
CHRM4 PAM = CHRM4 positive allosteric modulation | activation, % at 3 µM | CHO-K1 hM4/Gqi5, Fluo-8 calcium fluorescence, ACh EC20; 0% = ACh EC20, 100% = maximal ACh | 0.4% of 360,000 active | P08173;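 active means activation above its plate's cutoff, the mean activation of sample wells plus 3 SD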; further: some results filed as inactive read as strong as hits
p-CIP stab down = lowers stability of the mouse p/CIP coactivator protein; Q05BA5; F442A p/CIP-EGFP cells, EGFP fluorescence, 16 h; decrease of EGFP signal, % at 10 µM; 0.01% of 290,000 active;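 active means EGFP signal decrease of at least 30% at 10 µM or well 3 SD below plate mean, unless failing retest; inactive means the rest, including hits failing retest or dose response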; further: some compounds called inactive have numbers as strong as hits; many of its hits are not listed in these tables
CRFR2-BP ag = agonists of human CRF-binding protein/CRF-R2 receptor complex; activation, % at 13.2 µM; HEK293 CRF-R2/CRF-BP, calcium dye fluorescence (FLIPR); percent of saturating CRF peptide response; 0.46% of 350,000 active;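 active means activation of at least 50%, plus an integration ratio under a set limit after plate pattern correction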;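 further: plate controls were neutral control wells without compound for no effect and CRF at EC100 for full effect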
PHOSPHO1 block = blocks human PHOSPHO1 phosphatase activity; recombinant PHOSPHO1, absorbance phosphatase assay; inhibition, % at 13.3 µM; 1.1% of 290,000 active; in the data active means inhibition above about 60%
Target sequence (Q8TCT1 whole entry, looked up): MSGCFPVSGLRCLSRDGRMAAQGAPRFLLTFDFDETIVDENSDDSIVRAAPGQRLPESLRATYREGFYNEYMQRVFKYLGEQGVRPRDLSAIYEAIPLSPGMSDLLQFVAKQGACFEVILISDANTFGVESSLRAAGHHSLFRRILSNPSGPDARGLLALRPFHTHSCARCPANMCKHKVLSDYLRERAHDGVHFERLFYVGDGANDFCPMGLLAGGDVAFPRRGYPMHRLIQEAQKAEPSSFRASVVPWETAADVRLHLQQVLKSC
CRFBP-R2 block = blocks CRF-induced signaling of the CRF-BP/CRF-R2 complex; HEK293 CRF-R2/CRF-BP, CRF-induced calcium fluorescence; inhibition, % at 11.8 µM; AID 588475; 0.59% of 350,000 active;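 active means inhibition of the ligand-induced calcium signal above about 50% at the single tested concentration, limit read from the data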
* hit, by the source's call; . = no result given; [ ] = another dose, or the depositor's remark.

SMILES | IDE act | MEKK3 PB1 HTS | IDE cell inh | GalR3 antag | CHRM4 PAM | p-CIP stab down | CRFR2-BP ag | PHOSPHO1 block | CRFBP-R2 block
C=CCNC(=O)/C(C#N)=C/c1c(C)nn(-c2ccccc2)c1Cl | 1 | 100 | 0 | -4 | -4 | -9 | -1.5 | 10 | -16
CC1CCCCC1NC(=O)C1CCN(S(=O)(=O)N2CCC3(CC2)OCCO3)CC1 (stereo unspecified) | 1 | 100 | 1 | 2 | 4 | -5 | 0.0 | 52 | 4
Cc1cc(=O)n2[nH]c(-c3ccco3)nc2n1 | 3 | 103 | 1 | -3 | -1 | 0 | -0.5 | 11 | -1
COc1ccc(C)cc1/C=C/C(=O)N1CCN(S(=O)(=O)c2cccs2)CC1 | . | . | . | -8 | -5 | . | -0.5 | . | 8
O=C(COC(=O)Cc1c(Cl)cccc1Cl)Nc1ccc2[nH]c(=O)[nH]c2c1 | 3 | . | 4 | -2 | 11 | . | -0.6 | . | 1
COc1cc(/C=N\NC(=O)c2ccc(C)nc2)ccc1OC(=O)c1ccc2c(c1)OCO2 | -3 | 98 | 0 | -3 | 1 | 12 | -1.8 | 28 | 1
S=c1[nH]nc(-c2ccncc2)n1/N=C/C(Cl)=C\c1ccccc1 | -2 | 98 | -3 | 5 | 26* | 0 | -1.2 | 32 | -88
COC(=O)c1sc(-c2ccc(Cl)cc2)cc1N | . | 107 | 5 | -7 | -7 | -8 | -3.0 | 29 | 9
CCCn1c(SCC(=O)Nc2cccc(S(=O)(=O)NC3=NCCCCC3)c2)nc2ccccc2c1=O | . | 92 | 5 | -4 | 4 | -3 | -4.1 | 40 | -21
Cc1cc(C)nc(SCC(=O)NNC(=O)c2cccs2)n1 | 3 | 97 | 0 | -1 | 11 | -11 | 1.4 | 52 | 8
Cc1ccc(Oc2cc([N+](=O)[O-])cc3c2C(=O)Nc2ccccc2O3)cc1 | 6 | 130* | -1 | 6 | -8 | 3 | 3.8 | 0 | -22
O=C(Nc1cc(Cl)ccc1O)c1cc(-c2ccco2)on1 | -2 | 107 | -4 | -5 | 7 | -8 | 0.2 | 4 | 9
Cc1cccc(C)c1NC(=O)CN(C)C(=O)c1ccc2c(=O)n3c(nc2c1)CCC3 | -1 | . | -2 | -5 | 8 | . | 0.5 | . | 12
Cc1ccc(C(=O)N/C(=C\c2cccs2)C(=O)NCCc2c[nH]c3ccccc23)cc1 | -2 | 129* | 3 | -10 | -5 | -2 | -1.4 | -6 | 3
O=C1NC(=O)/C(=C\c2ccc(N3CCOCC3)o2)N1 | 3 | 89 | 7 | -5 | 4 | 4 | 2.8 | -20 | 1
COc1ccc(N2CCN(C(CNC(=O)CC(C)(C)C)c3ccc4c(c3)OCO4)CC2)cc1 (stereo unspecified) | 5 | 101 | 3 | 0 | -10 | -11 | -1.1 | -6 | -2
O=C(NC1CC2CCC(C1)N2Cc1nnnn1Cc1ccco1)NC12CC3CC(CC(C3)C1)C2 (stereo unspecified) | 5 | 108 | -1 | -3 | -3 | -7 | 0.5 | -23 | -6
Cc1nc(N2CCCC2)c2ccsc2n1 | 0 | 105 | -4 | 0 | 19 | -5 | 2.2 | -5 | -3
Cc1cc(OCC(=O)Nc2ccccc2N2CCCC2)ccc1C(C)C | -1 | . | 6 | -5 | 7 | . | 1.0 | . | -10
COc1ccc(C(=O)NC(=S)N2CCOCC2)cc1[N+](=O)[O-] | 3 | 100 | 1 | -2 | 3 | -9 | 0.4 | 4 | -11

3 entries already listed, arranged by SMILES length, highest first:
SMILES | IDE act | MEKK3 PB1 HTS | IDE cell inh | GalR3 antag | CHRM4 PAM | p-CIP stab down | CRFR2-BP ag | PHOSPHO1 block | CRFBP-R2 block
Cc1ccc(C(=O)N/C(=C\c2cccs2)C(=O)NCCc2c[nH]c3ccccc23)cc1 | -2 | 129* | 3 | -10 | -5 | -2 | -1.4 | -6 | 3
COc1ccc(C)cc1/C=C/C(=O)N1CCN(S(=O)(=O)c2cccs2)CC1 | . | . | . | -8 | -5 | . | -0.5 | . | 8
O=C1NC(=O)/C(=C\c2ccc(N3CCOCC3)o2)N1 | 3 | 89 | 7 | -5 | 4 | 4 | 2.8 | -20 | 1

(cont.)
SMILES | IDE act | MEKK3 PB1 HTS | IDE cell inh | GalR3 antag | CHRM4 PAM | p-CIP stab down | CRFR2-BP ag | PHOSPHO1 block | CRFBP-R2 block
O=C(Nc1ccc(Cl)cc1)Nc1cccnc1 | 5 | 102 | 0 | -3 | -5 | -8 | -0.6 | 9 | 12
O=C(CC(Nc1ccccc1)c1ccccc1)C1CC1 (stereo unspecified) | 2 | 101 | -4 | 6 | 1 | -1 | 1.0 | 33 | 7
CC12CCC(C(=NO)C1=NO)C2(C)C (stereo unspecified) | 4 | . | . | 1 | 1 | . | 0.3 | . | 4
COc1cc(CC(=O)Nc2cc(S(C)(=O)=O)ccc2Cl)cc(OC)c1OC | 1 | 108 | 4 | -3 | 6 | -7 | -0.5 | 1 | 13
O=C(CCNC(=O)c1ccc(Br)cc1)Nc1cc(Cl)ccc1-n1cncn1 | -2 | . | 2 | -7 | 0 | . | -0.2 | . | 8
COc1ccccc1Oc1cc(F)nc(N)n1 | -4 | 98 | 1 | -6 | 3 | -6 | -0.5 | 19 | -24
CC(C)(C)NC(=O)Cn1nnnc1-c1nonc1N | 1 | 87 | -1 | -1 | 4 | 3 | -2.5 | -1 | 15
COC(=O)N/N=C(\C)c1ccc(-n2ccnc2)cc1 | 0 | 99 | 2 | -8 | 0 | 6 | -0.3 | 20 | 5
CCCCc1nc2cc(C(=O)NCc3ccccn3)ccc2o1 | 3 | 101 | -1 | -2 | -1 | -1 | -0.1 | 45 | 1
Cc1ccc(NC(=O)c2c(C(=O)Nc3ccccc3)sc3nc(C)cc(=O)n23)cc1 | 6 | 94 | 3 | -2 | 11 | 4 | -0.7 | -20 | 5
Cc1cc(NC(=O)COC(=O)C2CCN(C(=O)c3ccc(Cl)cc3)CC2)no1 | -6 | 105 | 4 | -5 | 5 | -12 | -1.2 | 2 | -8
CCN(CC)CCCNC(=O)c1ccc2c(Cl)c3c(nc2c1)CCCC3 | 0 | 99 | 7 | -3 | 8 | -7 | 1.1 | -10 | 8
Cc1ccc(CNCCNCCO)s1 | -5 | 103 | -3 | -3 | 8 | -13 | 1.6 | 11 | -8
COc1cc(NC(=O)c2cc(C)nc3ccccc23)cc(OC)c1 | 2 | 129* | 2 | -5 | -5 | -1 | -0.8 | 24 | -15
CC(=O)c1c[nH]c2ccc(C)cc2c1=O | 0 | 96 | -1 | -4 | 0 | -5 | -1.0 | -10 | -5
OCCNc1nc(-c2ccccc2)nc2c1oc1ccccc12 | 0 | 105 | 11 | -2 | -8 | 3 | -0.5 | 37 | -3
CC(=O)Nc1ccc(C(=O)NC(CC(=O)O)c2ccc(Cl)cc2)cc1 (stereo unspecified) | -2 | 108 | -5 | -5 | 8 | 6 | 0.8 | 15 | 3
O=C(COc1ccc(-c2nnc(N3CCCCC3)c3ccccc23)cc1)N1CCCCC1 | 5 | 105 | 5 | 0 | -4 | -35 | -3.1 | 6 | 28
COc1cc(C(=O)N2CCN(C3CCCCC3)CC2)cc(OC)c1OC | 5 | 103 | 4 | -7 | -2 | 8 | -1.7 | 18 | 15
Cc1nc(SCC(=O)NCCN2C(=O)CSC2=O)nc(C)c1C | 3 | . | -1 | -2 | 10 | . | -1.3 | . | 12
O=C(O)c1cc(C(=O)O)cc(-c2ccc(/C=c3/sc4nc5ccccc5n4c3=O)o2)c1 | . | 71*[inhibitor] | . | . | . | 10 | 26 | -143 | -62
C/C(CC(=O)Nc1ccccc1F)=N\NC(=O)Cc1ccc(Cl)cc1 | 3 | 98 | -2 | -2 | -7 | 0 | -0.4 | 27 | 7
COCCNC(=O)CS(=O)Cc1nc(-c2ccccc2C)oc1C (stereo unspecified) | 1 | 108 | 4 | . | -2 | -2 | 1.3 | 11 | -29
CN1CCN(CCNC(=O)Nc2ccc([N+](=O)[O-])cc2)CC1 | 1 | 106 | 2 | 2 | 2 | 2 | 3.6 | 16 | 5
CC(C)=CCC/C(C)=C/CNC(=O)C[C@H]1C[C@H](C(=O)N2CCCCC2)[C@@]2(CCc3ccccc3)c3[nH]c4cc(CCC(=O)N(C)C)ccc4c3CCN2C1=O | 0 | . | . | -1 | 0 | . | 0.4 | . | 0
COCCn1c2nc(=O)n(-c3ccccc3)c(=O)c-2nc2ccccc21 | . | . | . | -1 | -12 | . | 194* | . | -168
CNc1nc(NCc2ccccc2)c2ccccc2n1 | -3 | 94 | -5 | -12 | -5 | -24 | -0.8 | . | 9
O=C(Nc1ccc2oc(=O)ccc2c1)c1cccnc1Cl | 1 | 104 | 5 | -4 | -4 | 1 | -2.9 | 42 | 23
Cc1ccc(S(=O)(=O)/N=C/c2cc(Br)ccc2O)cc1 | 23* | 92 | 4 | -7 | 3 | -10 | -0.9 | 38 | 3
O=C(Cc1ccc(-c2ccccc2)cc1)N1CCOCC1 | 4 | 109 | 4 | -6 | 1 | -7 | 1.1 | 20 | -14
CN(C)c1ccc(/C=C2\C(=N)N3C(=NC2=O)Sc2cc(S(C)(=O)=O)ccc23)cc1 | . | 94 | 14 | . | . | -34 | . | 27 | .
Cc1ccc(S(=O)(=O)N(C)C)cc1NC(=O)CCc1c[nH]c2ccccc12 | 6 | 103 | -9 | -3 | -4 | 2 | -0.9 | 4 | -7
COc1ccc(S(=O)(=O)N2CCOC2CNC(=O)C(=O)NCc2ccccc2OC)cc1 (stereo unspecified) | 2 | 101 | 6 | -3 | -2 | -5 | -5.0 | 31 | -1
Cc1cc(C)c2c(-n3cccc3)c(C(=O)O)sc2n1 | 4 | 119 | 4 | -6 | 0 | -1 | -0.1 | -3 | 7
COc1ccc(N2CCN(C(CNC(=O)c3ccc4c(c3)OCO4)c3cccnc3)CC2)cc1 (stereo unspecified) | 1 | 91 | 9 | -2 | 11 | -4 | -1.1 | 26 | 16
CCC(c1nnnn1Cc1cccs1)N1CCN(C(=O)c2ccco2)CC1 (stereo unspecified) | 1 | 0.0*[inhibitor] | -2 | 0 | -9 | -4 | 0.9 | 32 | -7
CC(=O)c1ccc(NC(=O)c2cc(Cl)sc2Cl)cc1 | -1 | 100 | 0 | -2 | 2 | -8 | -2.3 | -9 | -3
Cc1cccc(-c2cc3nc(C)cc(=O)n3[nH]2)c1 | . | . | . | -7 | -1 | . | -1.0 | . | -1
O=C(Nc1ccc(S(=O)(=O)N2CCOCC2)cc1)c1cc([N+](=O)[O-])ccc1Cl | -2 | 105 | 0 | 1 | -1 | 2 | -2.1 | 34 | 13
CC(CCc1ccccc1)NC(=O)CCc1cn(C)c2ccccc12 (stereo unspecified) | 3 | 105 | 3 | -12 | -1 | 2 | -0.1 | 50 | -16
Cc1ccc(-c2nc3cnccn3c2Nc2ccc3c(c2)OCCO3)o1 | 2 | 85 | 2 | -2 | -2 | -11 | -0.1 | 24 | 12
O=C(CCCN1Cc2ccccc2C1)c1ccc(F)cc1 | 3 | 95 | -2 | -6 | 6 | -13 | 1.1 | 12 | -16
CC(C)N(C(=O)Nc1ccc2nccnc2c1)C(C)C | 2 | . | 3 | 6 | 1 | 4 | 9.2 | 21 | 0
CSCc1cc(N(C)C)nc(SCc2ccc(Cl)cc2Cl)n1 | 1 | 101 | -1 | 4 | 7 | 3 | 0.2 | 7 | 13
Cc1ccnc(N2CCN(C(=O)CSc3nc4ccccc4nc3N3CCCCC3)CC2)c1 | 2 | 102 | 3 | -5 | -3 | 2 | 0.7 | -10 | -1
CCOC(=O)Cc1csc(NC(=O)CSc2nnc(-c3ccc(C)cc3)o2)n1 | -14 | 103 | 11 | -6 | 12 | -4 | 1.3 | -8 | -22
